Screening data as filed in PubChem.
TbREL1 inh: TbREL1 RNA ligase inhibitors, primary screen, biochemical, FRET fluorescence. TbREL1 RNA ligation. inhibition, % at 9.66 µM. 0.49% of 89,000 active. AID 1117264, 2014;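 active = inhibition above the mean inhibition across all screened compounds plus 3 SD, cut at about 11% in these data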;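 also: 0% = plate median of test wells and 100% = NSC42067 control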
Target sequence (P86926 whole entry, looked up): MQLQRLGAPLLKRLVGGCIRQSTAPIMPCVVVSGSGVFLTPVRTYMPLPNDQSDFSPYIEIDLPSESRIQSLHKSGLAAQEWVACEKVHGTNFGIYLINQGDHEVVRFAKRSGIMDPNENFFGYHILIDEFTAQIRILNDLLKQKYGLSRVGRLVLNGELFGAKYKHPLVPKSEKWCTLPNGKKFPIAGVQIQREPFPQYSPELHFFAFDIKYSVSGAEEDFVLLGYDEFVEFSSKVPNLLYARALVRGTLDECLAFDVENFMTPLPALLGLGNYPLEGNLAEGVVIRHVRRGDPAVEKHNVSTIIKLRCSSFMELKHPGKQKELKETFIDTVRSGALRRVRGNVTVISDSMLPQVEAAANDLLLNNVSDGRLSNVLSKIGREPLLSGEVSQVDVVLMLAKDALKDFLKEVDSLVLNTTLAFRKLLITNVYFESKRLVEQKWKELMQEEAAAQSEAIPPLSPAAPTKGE
Starred values were filed as active, the others as inactive. A portion of the library. The share of hits here may be higher or lower than overall.

SMILES | TbREL1 inh
COC(=O)C1=C(c2ccccc2OCc2ccccc2)C[C@@H]2CC[C@H]1N2C(=O)NCCOc1ccc(OC)cc1 | -1.2
CCN(CC)CCCNC(=O)c1c(O)c2ccccc2n(Cc2ccccc2)c1=O | 7.0
COc1ccc(CN2Cc3cc(N4CCOCC4)ccc3-n3nncc3C2)cc1 | -3.3
COc1cc(C)c(CN2CCN(c3ccccc3)CC2)cc1C | 1.6
COCCOC(=O)c1c(N)n(Cc2ccco2)c2nc3ccccc3nc12 | -0.7
CO[C@H]([C@H](C)/C=C/N(C)C=O)[C@@H](C)C(=O)CC[C@H](C)[C@H](O)[C@H](C)[C@H]1OC(=O)/C=C/C(C)=C/[C@H](O)[C@H](OC)C[C@@H]2C=CC[C@@H](C[C@H](OC)[C@@]3(CO3)[C@@H](OC)C[C@@H](OC)[C@@H]1C)O2 | -3.9
O=C1NC(=O)N(c2ccccc2)C(=O)/C1=C\C=C\c1ccccc1 | 0.0
COC(=O)C1=C(c2ccc(-c3ccccc3)c(F)c2)C[C@@H]2CC[C@H]1N2C(=O)NC(C)C | 3.1
Cc1c(C(=O)C(=O)N2CCC3(CC2)OCCO3)c2ccccc2n1C | 0.4
CC(N=Cc1c(O)[nH]c(=O)[nH]c1=O)c1ccccc1 (stereo not drawn) | 7.2
CCOC(=O)C1C(=O)N(C)C2(C)CC1c1cc(OC)ccc1O2 (stereo not drawn) | 0.1
c1ccc(C(OCCN2CCN(c3ncccn3)CC2)c2ccccc2)cc1 | -6.6

4 entries out of the list, sorted by length of the SMILES, ascending.
SMILES | TbREL1 inh
c1ccc(C(OCCN2CCN(c3ncccn3)CC2)c2ccccc2)cc1 | -6.6
Cc1c(C(=O)C(=O)N2CCC3(CC2)OCCO3)c2ccccc2n1C | 0.4
COc1ccc(CN2Cc3cc(N4CCOCC4)ccc3-n3nncc3C2)cc1 | -3.3
COC(=O)C1=C(c2ccccc2OCc2ccccc2)C[C@@H]2CC[C@H]1N2C(=O)NCCOc1ccc(OC)cc1 | -1.2

The listing continues.
SMILES | TbREL1 inh
C[C@H]1CN([C@@H](C)CO)C(=O)CCCn2nncc2CO[C@H]1CN(C)C(=O)Oc1cccc2ccccc12 | -3.8
CC1CCN(CC(=O)c2ccccc2Cl)CC1 | 0.1
COc1ccc2c(c1)C1(C)CCN(C)CC(C1)C2O (stereo not drawn) | -2.3
Nc1ccc(Cl)c(Cl)c1 | 0.3
CCOC(=O)[C@]12Cc3ccccc3[C@H]1N(C)C(=O)c1cc(OC)ccc12 | -1.7
COC(=O)C1=C(c2ccc(F)cc2F)C[C@@H]2CC[C@H]1N2C(=O)NCc1ccc2c(c1)OCO2 | 0.6
Nc1ccccc1C(=O)OC1CSC1 | -2.9
C[N+]12CCC(CC1)C(C(O)(c1cccc(Cl)c1)c1cccc(Cl)c1)C2 (stereo not drawn) | -2.9
NCCc1nc2ccccc2s1 | -0.1
CCCN(CC#CCO)CCC | -5.5
O=C1N(CN2CCOCC2)c2ccccc2C1(O)c1c[nH]c2ccccc12 (stereo not drawn) | 2.9
Cc1nc2ncnn2c(C)c1CCC(=O)N1CCC2(CC1)OCCO2 | 8.2
COc1ccc(OC)c(-n2c(O)c(/C=C3\C(C)=Nc4ccccc43)c(=O)[nH]c2=O)c1 | -1.2
O=c1[nH]c2ccccc2n1C1CCN(C(c2cc3ccccc3o2)c2nnnn2Cc2ccccc2)CC1 (stereo not drawn) | 2.2
CCCCc1nc(N2CCNCC2)c(C#N)c2c1CSC(C)(C)C2 | 0.3
CCC(C)NC(=O)c1c(N)n(CCCOC)c2nc3ccccc3nc12 (stereo not drawn) | 44.5*
Cc1cc(N2C(=O)C3CCCN3C2c2cccc(Cl)c2)no1 (stereo not drawn) | 0.7
COC(=O)C1=C(c2ccc(OC)c(OC)c2)C[C@@H]2CC[C@H]1N2C(=O)NC1CCCCC1 | 3.8
CN(C(=O)COC(=O)c1cn(C)c2ccccc12)C1CCCCC1 | -0.1
COC(=O)C1=C(c2ccc(OC(F)(F)F)cc2)C[C@@H]2CC[C@H]1N2C(=O)NCCNC(C)=O | -0.3
COc1ccccc1OCC#CCN1CCCC(C)C1 (stereo not drawn) | 0.4
Cc1ccc(S(=O)(=O)N2Cc3ccccc3-n3nncc3C2)cc1 | 3.5
O=C(C1CCC(=O)N1Cc1ccccc1Cl)N1CCC2(CC1)OCCO2 (stereo not drawn) | 0.5
Cc1ccc(C2(O)CCN3CCCCC32)cc1 (stereo not drawn) | 6.8
COC(=O)C1=C(c2cc3ccccc3s2)C[C@@H]2CC[C@H]1N2C(=O)NCc1ccc(F)cc1 | 3.4
COC(=O)c1cccc(N=Cc2c(O)n(Cc3ccc(F)cc3)c(=O)[nH]c2=O)c1 | 4.1
C=CCn1c(O)c(C=Nc2ccc(N(CC)CC)cc2)c(=O)[nH]c1=O | 3.3
O=C(c1ccccc1)c1cn(CC(=O)N2CCOCC2)c2ccccc12 | 0.1
Cc1cc(C)[n+](C2C3CC4CC(C3)CC2C4)o1 (stereo not drawn) | 1.4
C[C@]12CCC(=O)C=C1CCC1C2CC[C@@]2(C)C1CC[C@@H]2O (stereo partly drawn) | -0.4
CCOC(=O)C1(CCCc2ccccc2)CCN(C2CCC2)CC1 | 3.1
Cc1nc2ccccc2c(=O)n1-n1cnnc1 | 1.9
CC(Cc1ccccc1)[n+]1cc(/N=C(\[O-])N(C)C)on1 (stereo not drawn) | 3.6
CCn1c(=O)cc(OCC(=O)N2CCC3(CC2)OCCO3)c2ccccc21 | 0.1
O=C1NC(=S)N(C2CC2)C(=O)/C1=C/c1ccc2c(c1)CCN2CCCCl | 10.1
COc1ccc(CCC(=O)NCCc2cnc[nH]2)cc1 | 1.4
Cc1ccc(C)c(Cn2c(C(=O)O)c(C=O)c3ccccc32)c1 | -0.2
CCCC[N+]12CCC(CC1)C(C(=O)c1cccs1)C2 (stereo not drawn) | -2.2
CC1(C)CN(S(=O)(=O)OCC(Cl)(Cl)Cl)C(=O)N1 | 0.0
COC(=O)C1=C(c2ccc(C(C)=O)cc2)C[C@@H]2CC[C@H]1N2C(=O)NC(C)C | -1.6
COC(=O)C1=C(c2ccc(OC(F)(F)F)cc2)C[C@@H]2CC[C@H]1N2C(=O)NCc1ccc(F)cc1 | 1.5
Cn1c(O)c(C(c2ccncc2)c2c(O)n(C)c(=S)n(C)c2=O)c(=O)n(C)c1=S | -0.4
CC(=O)NN1C(=O)c2ccccc2NC1c1cccnc1 (stereo not drawn) | 4.1
COc1cc2occc2c2oc(=O)ccc12 | 7.4
CN(C)CCCN=Cc1c(O)n(CCc2ccccc2)c(=O)[nH]c1=O | -0.3
S=P(c1ccccc1)(c1ccccc1)c1c[n+](Cc2ccccc2)c2ccccn12 | 4.7
CCCCn1c(O)c(C(CC)=Nc2ccc(OC)cc2OC)c(=O)[nH]c1=O | -2.8
COC(=O)C(O)(c1c(C)[nH]n(-c2ccccc2)c1=O)C(F)(F)F (stereo not drawn) | -1.0
O=C1NC(=S)N(c2ccccc2F)C(=O)/C1=C\c1cccs1 | -1.5
COC(=O)C1=C(c2ccc(F)cc2OCc2ccccc2)C[C@@H]2CC[C@H]1N2C(=O)NCc1ccccc1C(F)(F)F | -2.0
O=C(NC1(C(F)(F)F)Oc2ccccc2O1)N1CCC2(CC1)OCCO2 | 2.1
COc1ccccc1OCC#CCN1CCCC1 | 2.3
COC(=O)C1=C(c2ccc(OC(F)(F)F)cc2)C[C@@H]2CC[C@H]1N2C(=O)NC1Cc2ccccc2C1 | -1.7
O=C(Cn1ccc2ccccc2c1=O)NCC(=O)N1CCC2(CC1)OCCO2 | 11.1*
COc1ccc(-c2ccc3c(c2)CN(C(=O)CCc2ccccc2)Cc2cnnn2-3)cc1 | 0.5
O=[N+]([O-])c1cccc(NP(=O)(N2CC2)N2CC2)c1 | -1.8
C=CCN1C(=O)C2(C(C(=O)OCC)=C(N)Oc3ccccc32)C2=C1CCCC2=O (stereo not drawn) | -0.1
Cc1ccc(N2C(=O)NC(=O)C(CCc3ccccn3)(Cc3cccc(Cl)c3Cl)C2=O)cc1 (stereo not drawn) | 0.3
CCCOP(=O)(OCCC)C(NC(=O)c1cc(OC)c(OC)c(OC)c1)c1ccccc1 (stereo not drawn) | 5.5
N/C(=N\N=C\c1ccc(O)cc1O)N[N+](=O)[O-] | 2.6
Carrying on:
SMILES | TbREL1 inh
Cc1ccc(S(=O)(=O)N2CC3CC(C2)c2cccc(=O)n2C3)cc1 (stereo not drawn) | -2.3
Cc1[nH]c2ccccc2c1CCCNC1CCCCC1 | -1.1
S=c1[nH]c2ccccc2[nH]1 | -4.0
O=C1NC(=O)N(CCc2ccc(F)cc2)C(=O)/C1=C/c1ccco1 | 5.3
Cc1ccc(-n2c(O)c(/C=N/NC(=O)c3ccncc3)c(=O)[nH]c2=O)cc1C | 4.4
C=C1C2C[C@H](O)C(C)(C)[C@@]2(O)[C@H](O)C[C@]23C[C@@](C)(O)[C@H](CC[C@H]12)[C@H]3OC(C)=O (stereo partly drawn) | 3.4
[O-]c1ccccc1-[n+]1c(-c2ccccc2)cc(-c2ccccc2)cc1-c1ccccc1 | 7.8
COc1ccc2c(c1)CC1(CN2C)C(=O)NC(=O)N(c2ccc(C)cc2)C1=O (stereo not drawn) | 1.9
CCCc1nc2ccccc2c(=O)n1-c1cccc(OC)c1 | -2.3
COc1ccc(C(Nc2ccccc2)P(=O)(Oc2ccccc2)Oc2ccccc2)cc1 (stereo not drawn) | 2.4
COC1=CC2C3Cc4ccc(OC)c(O)c4C2(CCN3C)CC1=O (stereo not drawn) | -1.9
COc1cc2[nH]c(C(=O)N3CCC4(CC3)OCCO4)cc2c(OC)c1OC | -1.6

Given in CSV form: 7 of the compounds above
mol,TbREL1 inh
C=C1C2C[C@H](O)C(C)(C)[C@@]2(O)[C@H](O)C[C@]23C[C@@](C)(O)[C@H](CC[C@H]12)[C@H]3OC(C)=O (stereo partly drawn),3.4
CCCc1nc2ccccc2c(=O)n1-c1cccc(OC)c1,-2.3
COc1cc2[nH]c(C(=O)N3CCC4(CC3)OCCO4)cc2c(OC)c1OC,-1.6
COc1ccc(C(Nc2ccccc2)P(=O)(Oc2ccccc2)Oc2ccccc2)cc1 (stereo not drawn),2.4
S=c1[nH]c2ccccc2[nH]1,-4.0
[O-]c1ccccc1-[n+]1c(-c2ccccc2)cc(-c2ccccc2)cc1-c1ccccc1,7.8
Cc1ccc(-n2c(O)c(/C=N/NC(=O)c3ccncc3)c(=O)[nH]c2=O)cc1C,4.4

Later entries
SMILES | TbREL1 inh
CC(=NCc1cccnc1)c1c(O)n(-c2ccccc2)c(=O)[nH]c1=O | 6.2
COC(=O)C1=C(c2ccc(OC(F)(F)F)cc2)C[C@@H]2CC[C@H]1N2C(=O)NCc1cccc2ccccc12 | 1.5
FC(F)(F)c1ccc(-c2ccc3c(c2)CNCc2cnnn2-3)cc1 | -0.8
COc1ccc(Cn2c(O)c(C=NCCN3CCOCC3)c(=O)[nH]c2=O)cc1 | -1.8
O=C1N[C@@H](Cc2ccccc2)C(=O)N2[C@H]1C[C@H]1c3ccccc3N(OOSc3ccccc3)[C@H]12 | -3.1
Cc1nc2sccc2c(=O)n1-c1ccccc1Cl | -1.6
COc1ccc(C=C2C(=O)N(C)C(=O)N(C)C2=O)cc1CSc1ccccn1 | -2.9
CCN(C(=O)COC(=O)c1cc(C)n(C2CC2)c1C)c1ccccc1 | 1.1
O=c1[nH]sc2cc(F)ccc12 | -3.3
COC(=O)CN1C(=O)CN=C(c2ccccc2Cl)c2cc(Br)ccc21 | -1.8
CC(C)(C)c1cc(OC(=O)Cc2ccccc2)ccc1O | 0.8
CSc1ccc(C(=O)C2CCCN(Cc3ccn[nH]3)C2)cc1 (stereo not drawn) | 1.0
CC1(C)Cc2c(C#N)c(N3CCNCC3)nc(-c3ccco3)c2CS1 | 4.1
Oc1ccccc1/C=N/NP(=S)(c1ccccc1)c1ccccc1 | 5.4
CCN(CC)CCN=Cc1c(O)n(Cc2ccco2)c(=O)[nH]c1=O | 4.2
COC(=O)C1=C(c2cccc(C#N)c2)C[C@@H]2CC[C@H]1N2C(=O)N1CCOCC1 | 3.8
COC(=O)C1=C(c2cc3ccccc3s2)C[C@@H]2CC[C@H]1N2C(=O)NCc1ccccc1 | -2.4
COc1cc2c(c3oc4cccc(O)c4c(=O)c13)[C@@H]1C=CO[C@@H]1O2 | 1.9
O=c1[nH]c(=S)n(Cc2ccc(F)cc2)c(O)c1/C=N/N1CCCCCC1 | -2.2
COc1ccc(CC2C(=O)NC(=O)NC2=O)c(OC)c1 | -0.5
CCCC12CN3CCN(CC(C3)/C1=N\NC(=O)c1ccncc1)C2 | 1.6
CCN(CC)P(=O)(NC(=O)c1cccn1C)N(CC)CC | 0.1
C=CCn1c(O)c(/C(C)=N/N2CCCCC2)c(=O)[nH]c1=O | 2.4
CN1C2CCC1CC(OC(=O)c1ccc(Cl)cc1)C2 (stereo not drawn) | 1.7
Cc1ccc(S(=O)(=O)NCCC(=O)Nc2ccc(Cl)cc2C(=O)c2ccccc2)cc1 | -0.7
CCOC(C[n+]1c(-c2ccccc2)cc(C)cc1-c1ccccc1)OCC | 3.5
CC(=O)N(C)CC#CCN1CCC(O)CC1 | 1.2
CC(=NCCN1CCOCC1)c1c(O)n(-c2ccccc2C)c(=O)[nH]c1=O | -1.1
O=C1NC(=O)C(=Cc2ccccc2[N+](=O)[O-])C(=O)N1 | -0.9
O=C1NCN(c2ccccc2)C12CCN(C(CCc1ccccc1)c1nnnn1-c1ccc3c(c1)OCCO3)CC2 (stereo not drawn) | -0.2
Cc1ccn2nc(S(=O)(=O)Nc3c(F)cccc3F)nc2n1 | -1.3
CN1CCN(c2nc3ccccc3c(=O)n2-c2ccccc2)CC1 | -1.4
Cc1ccccc1OCCN=Cc1c(O)n(C)c(=O)n(C)c1=O | 0.6
COC(=O)C1=C(c2ccc(F)cc2OCc2ccccc2)C[C@@H]2CC[C@H]1N2C(=O)NCc1ccc(Cl)cc1 | -1.0
O=C(/C=C/C=C/c1ccccc1)CC1(O)C(=O)Nc2ccccc21 (stereo not drawn) | -1.3
Cc1cc(O)c(CN2CC=C(c3ccccc3)CC2)cc1C(C)C | 1.0
CC(=O)N1N=C(c2cccnc2)CC1c1ccccc1O (stereo not drawn) | -3.5
Cn1c(O)c(C(c2ccccn2)c2c(O)n(C)c(=S)[nH]c2=O)c(=O)[nH]c1=S | 9.7
CC(=NCc1ccc(F)cc1)c1c(O)n(C)c(=O)n(C)c1=O | -0.7
C=CCn1c(O)c(C(C)=Nc2cccc(C(F)(F)F)c2)c(=O)[nH]c1=O | -3.0
